TRPC4 agonist = activators of mouse TRPC4 channel, primary screen, Fluo4 calcium, HEK293 TRPC4beta/mu-opioid cells. AID 2237, 2010. Fluo4 calcium fluorescence; active compounds read high. B-score at 10 µM. hit rate 0.49% among 310,000;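 active means B-score above 5 SD of library B-scores, and initial fluorescence ratio not above library mean plus 5 SD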;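 further: positive B-score marks a calcium rise read as TRPC4 activation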
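System – HEK293 cells stably co-expressing mouse TRPC4beta and mu-opioid receptor · Signal – Fluo4 calcium-sensitive dye fluorescence, kinetic, 1 Hz baseline · Benchmarks – buffer (low) and maximal DAMGO (high) · Read-out – B score of integrated fluorescence ratio per well · Incubation – dye loading 45 min room temperature, 110 s kinetic read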
KCNK9 block = KCNK9 potassium channel inhibitors, primary screen, HEK293 cells, thallium flux; Potassium channel subfamily K member 9 (Homo sapiens), Q9NPC2; FluxOR thallium flux fluorescence; active compounds read low; B-score at 10 µM; hit rate 1.2% among 310,000; AID 488922, 2010;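 active means ratio B-score over 3 SD below the library mean, with starting fluorescence within 5 SD of its mean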;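 further: negative B-score means less thallium flux so channel inhibition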
Target sequence (Q9NPC2 whole entry, looked up): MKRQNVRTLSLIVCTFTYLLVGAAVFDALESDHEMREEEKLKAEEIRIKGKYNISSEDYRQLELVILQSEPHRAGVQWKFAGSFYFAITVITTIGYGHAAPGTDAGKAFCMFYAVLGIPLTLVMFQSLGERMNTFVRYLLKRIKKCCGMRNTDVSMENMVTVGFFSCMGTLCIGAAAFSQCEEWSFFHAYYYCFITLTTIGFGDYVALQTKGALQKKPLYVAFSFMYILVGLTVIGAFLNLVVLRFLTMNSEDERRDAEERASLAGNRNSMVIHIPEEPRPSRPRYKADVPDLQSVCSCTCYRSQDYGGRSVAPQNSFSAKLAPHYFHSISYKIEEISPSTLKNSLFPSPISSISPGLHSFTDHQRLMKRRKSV
HDAC3 inh = HDAC3 deacetylase inhibitors, primary screen, biochemical, fluorescence, cell-free homogeneous | inhibition, % at 8.3 µM | recombinant HDAC3, fluorogenic peptide/trypsin coupled | AID 2718, 2010 | Histone deacetylase 3 (Homo sapiens), O15379 | hit rate 0.15% among 320,000; in the data active means inhibition above about 26%, passing the limit was not always enough; inconclusive means no clear call, values can overlap the other calls
Target sequence (O15379 whole entry, looked up): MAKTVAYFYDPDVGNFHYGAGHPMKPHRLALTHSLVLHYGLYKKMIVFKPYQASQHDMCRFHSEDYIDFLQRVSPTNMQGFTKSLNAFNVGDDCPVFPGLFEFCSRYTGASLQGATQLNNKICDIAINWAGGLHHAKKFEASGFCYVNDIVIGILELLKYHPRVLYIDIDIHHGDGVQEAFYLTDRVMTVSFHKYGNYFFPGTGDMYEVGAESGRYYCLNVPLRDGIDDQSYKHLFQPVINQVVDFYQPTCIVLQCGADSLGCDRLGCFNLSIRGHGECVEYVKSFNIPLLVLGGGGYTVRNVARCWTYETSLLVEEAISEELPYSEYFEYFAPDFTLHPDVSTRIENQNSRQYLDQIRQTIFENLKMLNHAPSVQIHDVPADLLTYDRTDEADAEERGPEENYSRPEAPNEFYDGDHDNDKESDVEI
TMEM16A inh = TMEM16A chloride channel inhibitors, primary screen, cell-based, HTS; normalized B-score (activity score, 25-100; higher = stronger inhibition) at 10 µM; AID 588511, 2011; HEK293 TMEM16A/YFP iodide influx fluorescence, ionomycin; Anoctamin-1 (Mus musculus), Q8BHY3; hit rate 1.2% among 310,000;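 active means ratio plate-corrected score three or more library SD toward inhibition, starting fluorescence score within five deviations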;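 further: score derived from kinetic fluorescence span divided by baseline fluorescence per well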
hERG rescue = hERG rescue from dofetilide block, primary screen, cell-based, CHO-hERG, FluxOR thallium flux, dofetilide IC70; Voltage-gated inwardly rectifying potassium channel KCNH2 (Homo sapiens), Q12809; dofetilide IC70 present; activation (rescue from dofetilide block), less the hit threshold, % at 10 µM; hit rate 0.51% among 310,000;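 active means activation above the mean of controls blocked by dofetilide plus 5 SD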;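 further: thallium influx through hERG after potassium depolarization seen as dye fluorescence rise; in these data hits start at about 4.7%; inactives centre near -7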
TMEM16A act = TMEM16A chloride channel activators or potentiators, primary screen, cell-based, HTS. Anoctamin-1 (Mus musculus), Q8BHY3. HEK293 TMEM16A/YFP-H148Q/I152L, iodide quench fluorescence; active compounds read low. B-score at 10 µM. hit rate 0.3% among 340,000;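 active means fluorescence-ratio B-score plate-corrected deviation score at least 3 library SD below zero, with starting fluorescence score within 5 deviations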;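 further: channel opened by trigger with iodide after compound preincubation; score built on the fluorescence ratio of max minus min over baseline; more negative score means more quench and so TMEM16A activation or potentiation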
TRPC4 PAM = positive allosteric modulators of TRPC4, primary screen, cell-based, mouse TRPC4beta, HEK293 mu-opioid, Fluo-4 calcium. B-score at 10 µM. hit rate 0.42% among 310,000. Short transient receptor potential channel 4 (Mus musculus), Q9QUQ5. DAMGO EC20, Fluo-4 Ca2+ flux; active compounds read high. AID 2227, 2009;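 active means B-score of calcium response area above 5 SD of library B-scores, with initial fluorescence ratio within 5 SD of library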;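 further: B-score of integrated fluorescence ratio over time as area under calcium response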
KCNQ1 pot = potentiators or activators of KCNQ1 channel, primary screen, cell-based, thallium flux, high-throughput | hit rate 0.35% among 310,000 | CHO-K1 KCNQ1, thallium flux FluxOR fluorescence; active compounds read high | Potassium voltage-gated channel subfamily KQT member 1 (Homo sapiens), P51787 | B-score at 10 µM;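 active means fluorescence ratio B-score, a plate-corrected score, at least three library SD, with initial intensity B-score within 5 SD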
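System: CHO-K1 cells stably expressing KCNQ1 / Medium: assay buffer for compound exposure, DMSO matched across wells / Reagent: thallium- and potassium-containing depolarizing buffer / Compound: one concentration, matched DMSO / Incubation: 20 min compound pretreatment at room temperature / Measured by: kinetic FluxOR fluorescence, 10 s baseline plus 110 s post-stimulus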
KCNK3 inh = human KCNK3 channel inhibitors, primary screen, CHO cells, FluxOR thallium flux, B-score; FluxOR fluorescence; active compounds read low; B-score at 10 µM; hit rate 0.84% among 340,000;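 active means B-score under library mean minus 4 SD, starting fluorescence ratio at most library mean plus 5 SD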;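 further: more negative B-score means stronger inhibition of thallium flux through KCNK3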
KCNQ1 block = inhibitors of human KCNQ1 channel, primary screen, cell-based, thallium flux, high-throughput; Potassium voltage-gated channel subfamily KQT member 1 (Homo sapiens), P51787; CHO-K1 KCNQ1, FluxOR thallium flux fluorescence; active compounds read high; B-score at 10 µM; hit rate 1.3% among 310,000; AID 2642, 2010;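 active means compounds whose thallium flux B-score, printed positive for inhibition, exceeds three library SD while starting fluorescence stays within three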;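 further: channel opened by potassium depolarization with thallium stimulus after 20 min compound exposure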
DYRK1A inh = rat Dyrk1A kinase inhibitors, primary screen, biochemical, single point, plate reader; inhibition, % at 12.5 µM; AID 504441, 2011; hit rate 0.43% among 310,000; ADP-Glo luminescence, NFATc1 peptide; in the data active means inhibition above about 50%;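 further: plate controls were vehicle with enzyme for no effect and no enzyme for full effect; many of its hits are not listed in these tables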
The depositor's hits bear a star; i = inactive; ? = inconclusive; / = not tested or not shown. Some of the compounds tested; count on the stated rates, not on these rows.

SMILES	TRPC4 agonist	KCNK9 block	HDAC3 inh	TMEM16A inh	hERG rescue	TMEM16A act	TRPC4 PAM	KCNQ1 pot	KCNK3 inh	KCNQ1 block	DYRK1A inh
Cc1ccc(/C=N/N(C)C2=NS(=O)(=O)c3ccccc32)o1	i	i	3.4	i	-9.3	/	i	i	/	i	/
Cc1ccc(NC(=O)CSc2nnc(C)c(=O)n2N)c(C)c1	i	i	2.0	i	-2.5	i	i	i	i	i	4.1
O=C(CN1C(=O)c2ccccc2C1=O)N1CCCCC1	i	i	-0.9	i	-10.2	i	i	i	i	i	2.2
COC(=O)c1c(C)oc2cc(Br)c(OCC(=O)C(C)(C)C)cc12	i	i	-5.6	i	-7.4	i	i	i	i	i	1.2
O=C(NCc1ccccc1)C1=C[C@@H](c2coc3ccccc3c2=O)C[C@@H](OCc2ccc(CO)cc2)O1	i	i	4.2	i	-9.9	i	i	i	i	i	-7.3
Cn1c2c(c3ccccc31)CCSC2=O	i	i	-5.1	i	-17.6	i	i	i	i	i	-0.6
CCOC(=O)c1c(CC(C)C)csc1NC(=O)C(C)C	/	/	2.0	25*	/	i	/	/	i	/	2.9
CC(C)Cc1ccc(C(C)C(=O)Nc2cccnc2)cc1 (stereo not drawn)	45*	i	5.2	25*	-15.6	i	i	i	i	i	-5.0
Nc1ccc(-c2nc3ccc([N+](=O)[O-])cc3[nH]2)cc1	i	i	-21.4	i	-1.5	i	i	i	i	i	10.8
Cc1ccc(S(=O)(=O)N2CCN(c3ccnc4cc(Cl)ccc34)CC2)cc1	i	i	8.5	100*	-5.3	i	i	i	i	i	-1.9
CCOc1ccc2c(c1)nc(NCCCO)n2Cc1ccccc1	i	i	-3.0	i	-3.0	i	i	i	i	i	-9.6
CCN(CC)S(=O)(=O)c1ccc(Cl)c(C(=O)Nc2cccnc2)c1	i	i	-3.2	i	-1.3	i	i	i	i	i	6.8
COc1nc(NCCO)nc(Nc2ccccc2F)n1	i	i	-16.1	i	-1.4	i	i	i	i	i	0.4
COc1cccc(N2CCN(CC(=O)NCc3cccs3)CC2)c1	i	i	-2.7	i	-5.9	i	i	i	i	i	-3.6
CCc1nn(CC(=O)N2CCN(CC)CC2)c(=O)c2cccn12	i	i	-2.5	i	-12.2	i	i	i	i	i	1.6
COc1ccc(OC)c(C(=O)CCCC(=O)c2cc(OC)ccc2OC)c1	i	i	-0.9	i	-7.4	i	i	i	i	i	0.7
Cc1ccc(-c2nnc(NCc3ccccc3)c3ccccc23)cc1	i	i	6.6	i	-3.2	i	i	i	i	i	-9.2
O=C(Oc1ccc(-c2nnco2)cc1)c1ccc(F)c(S(=O)(=O)N2CCOCC2)c1	i	i	-4.6	i	-14.9	i	i	i	i	i	/
O=C(Nc1nnc(-c2cccs2)s1)c1cccc(F)c1	i	i	-8.1	i	-6.5	i	i	i	i	i	-0.3
Cn1c(=O)cc(N2CCN(C(=O)c3ccco3)CC2)[nH]c1=O	i	i	-2.5	i	-9.8	i	i	i	i	i	-1.8
Cc1ccc2nc(-c3cccc(Br)c3)cc(C(=O)NCC3CCCO3)c2c1 (stereo not drawn)	i	i	8.0	i	-7.8	i	i	i	i	i	-2.1
CSCCC(NS(=O)(=O)/C=C/c1ccccc1)C(=O)N1CCC(C)CC1 (stereo not drawn)	i	i	9.0	i	-6.8	i	i	i	i	i	-5.7
CC1CC(=O)C2=C(C1)OC(N)=C(C#N)C2c1coc2ccccc2c1=O (stereo not drawn)	i	i	3.5	i	-8.6	i	i	i	i	i	-0.4
Cc1cc(Cl)ccc1OCc1n[nH]c(=S)n1C1CCCCC1	i	i	2.1	i	-8.7	i	i	i	i	i	-2.2
Cn1cccc1/C=N/NC(=O)c1cccs1	i	i	-0.9	i	-9.7	i	i	i	i	i	8.7
(more compounds)
SMILES	TRPC4 agonist	KCNK9 block	HDAC3 inh	TMEM16A inh	hERG rescue	TMEM16A act	TRPC4 PAM	KCNQ1 pot	KCNK3 inh	KCNQ1 block	DYRK1A inh
COC(=O)C1=C(C)NC(=S)NC1c1ccc(-c2cccc(Cl)c2)o1 (stereo not drawn)	i	i	29.0*	i	-8.1	i	i	i	i	i	10.0
Cc1cccc(-n2ccc(=O)c(C(=O)Nc3ccc(S(=O)(=O)N4CCOCC4)cc3)n2)c1	i	i	-6.1	i	-4.8	i	i	i	i	i	0.2
CCOC(=O)c1[nH]cnc1C(=O)Nc1cccc(N)n1	i	i	6.8	i	-5.3	i	i	i	i	i	3.4
CCOC(=O)/C(=C\c1c[nH]c2ccccc12)NC(C)=O	i	i	0.1	i	-2.2	i	i	i	i	i	7.4
CC1CN(c2ccnc3cc(Cl)ccc23)CC(C)O1 (stereo not drawn)	i	i	3.5	i	-7.0	i	i	i	i	i	-0.8
O=C(NN=C1c2ccccc2-c2ccccc21)c1cccc(Br)c1	i	i	-9.3	i	46.1*	i	i	18*	i	i	2.0
CCCNC(=O)CSc1nc2[nH]ncc2c(=O)[nH]1	i	i	-1.1	i	-3.7	i	i	i	i	i	-5.3
O=C(CSc1nc2c(c(=O)n1-c1ccccc1)SCC2)N1CCN(c2ccccc2)CC1	i	i	2.8	i	-3.9	i	i	i	i	i	1.0
COc1ccc(Cl)cc1NC(=O)NC1CCCCC1	i	i	-8.6	i	-9.3	i	i	i	i	i	-6.1
CC1CCN(S(=O)(=O)c2cccc(-c3csc(-c4cccnc4)n3)c2)CC1	i	i	-10.0	i	-4.5	i	i	i	i	i	3.1
CC(=O)NC1CC(C)(C)N(OC(C)=O)C(C)(C)C1	i	i	/	/	-14.5	i	i	i	i	i	-9.1
CCOC(=O)N1CCN(C(=O)c2n[nH]c(=O)c3ccccc23)CC1	i	i	3.0	i	-7.9	i	i	i	i	i	3.3
Cc1ccc(S(=O)(=O)N2CC(O)CC2C(=O)OCc2nc3sc(C)c(C)c3c(=O)[nH]2)cc1 (stereo not drawn)	i	i	3.8	i	-9.4	i	i	i	i	i	3.1
Cc1ccc(C)c(N2CCN(S(=O)(=O)c3ccc4c(c3)C(C)(C)C(=O)N4C)CC2)c1	i	i	4.7	i	-9.9	i	i	i	i	i	2.4
CC(C)NC(=O)COC(=O)c1ccc(Oc2ccccc2)cc1	i	i	-2.5	i	-9.0	/	i	i	i	i	1.2
Cc1ccc2nc(-c3ccc(NC(=O)CN4C(=O)c5ccccc5C4=O)cc3)sc2c1	i	i	-5.4	i	-7.6	i	i	i	i	i	-2.9
O=C(/C=C/c1cccs1)c1ccc(NC(=O)c2cccc(Br)c2)cc1	i	i	-5.4	i	-12.1	i	i	i	i	i	-3.3
NC(=O)N/N=C\c1cccs1	i	i	2.6	i	-6.7	i	i	i	i	i	-0.4
O=C(Nc1ccc(N2CCOCC2)cc1)c1nc2ccccc2s1	i	i	-3.9	i	-14.2	i	i	i	i	i	-10.6
CC(=O)Nc1ccc(Nc2cc(-c3ccccc3)nc3ncnn23)cc1	i	i	/	i	-0.2	i	i	i	i	i	/
Cc1ccc(NC(=O)Cn2nnc(C(=O)NCc3ccccc3)c2N)cc1C	i	i	7.3	i	-7.7	i	i	i	i	i	4.4
COc1ccc(CNC(=O)c2cc(-c3cc(C)cc(C)c3O)n[nH]2)cc1	i	i	14.8	i	-15.6	i	i	i	i	i	-14.2
N=C1/C(=C/c2ccc(OC(=O)c3ccco3)cc2)C(=O)N=C2SC=CN12	i	i	?	i	-1.8	i	i	i	i	i	6.0
Cc1nnc(SCC(=O)Nc2nnc(SCc3cccc(Br)c3)s2)s1	i	i	-1.6	i	-5.3	i	i	i	i	i	-10.4
CC(C)OCC(O)CN1CCC(Cc2ccccc2)CC1 (stereo not drawn)	i	i	-2.6	i	-4.3	i	i	i	i	i	-7.3
Next entries follow.
SMILES	TRPC4 agonist	KCNK9 block	HDAC3 inh	TMEM16A inh	hERG rescue	TMEM16A act	TRPC4 PAM	KCNQ1 pot	KCNK3 inh	KCNQ1 block	DYRK1A inh
Cc1ccc(C)c(N(C)S(=O)(=O)c2ccc3c(c2)oc(=O)n3C)c1	i	i	-7.4	i	-8.2	i	i	i	i	i	0.2
COCCNc1nnc(SCC(=O)c2ccc3c(c2)OCO3)s1	i	i	3.0	i	-15.2	i	i	i	i	i	4.9
CC(Oc1ccc2ccc(=O)oc2c1)C(=O)NCCN1CCOCC1 (stereo not drawn)	i	i	-7.5	i	-5.6	i	i	i	i	i	/
COc1ccccc1OCCSc1nnnn1C1CCCCC1	i	i	2.3	i	-9.9	i	i	i	i	i	8.4
C/C=C/C(=O)OCC(=O)NC(=O)NC(C)C	i	i	0.0	i	-4.6	i	i	i	i	i	-3.1
O=C(COC(=O)c1cc[n+]([O-])cc1)Nc1cccc(Cl)c1Cl	i	i	5.1	i	-18.6	i	i	i	i	i	1.3
N#Cc1cn(CC(=O)NCc2cccnc2)c2ccccc12	i	i	-5.6	i	0.5	i	i	i	i	i	1.0
O=C1N=C(N2CCOCC2)S/C1=C\C=C/c1ccccc1	i	i	0.9	i	-4.2	i	i	i	i	i	-1.0
Cn1nc(C(C)(C)C)cc1C(=O)NCc1ccc(N2CCCC2=O)cc1	i	i	6.9	i	-9.3	i	i	i	i	i	7.2
CN(CC(=O)Nc1ccc(Cl)c(C(F)(F)F)c1)C(=O)c1ccc(N2CCOCC2)c([N+](=O)[O-])c1	i	i	11.6	i	-22.6	i	i	i	i	i	-5.6
COc1cc(/C=N/NC(=O)CCn2c3ccccc3c3ccccc32)ccc1O	i	i	-1.1	25*	-21.4	i	i	i	i	i	5.4
CC1Cc2ccccc2N1C(=O)C1CCCN1S(=O)(=O)c1ccc(Cl)cc1 (stereo not drawn)	i	i	4.3	i	-0.7	i	i	i	i	i	-1.7

From PubChem BioAssay
